tim10-1 inh: tim10-1 yeast growth inhibition; S. cerevisiae tim10-1 ts strain growth, BacTiter-Glo, 24 h; inhibition, % at 20 µM; actives 2.2% (n = 330,000);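 active = inhibition of at least 40%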;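 also: mutant grown at 25 °C; 0% = DMSO wells with yeast and 100% = wells holding no yeast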
MIN6 prolif: induces beta-cell replication in MIN6 cells | MIN6 cells proliferation, ATPlite luminescence, 48 h; cells starved in 0.2% serum; 100% = growth in 10% serum | proliferation, % at 10 µM | actives 0.29% (n = 330,000);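 active = compounds whose signal lies at least 3.5 SD above the mean of all wells on their plate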;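 also: 0% = DMSO-treated cells in low-serum medium and 100% = 10% serum control; some compounds called inactive have numbers as strong as hits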
TIM10 inh: TIM10 yeast growth inhibition | S. cerevisiae TIM10 strain growth, BacTiter-Glo luminescence, 24 h | inhibition, % at 10 µM | actives 1.4% (n = 330,000) | AID 463195;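 active = inhibition of 40% or more at the single tested concentration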;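 also: wild-type TIM10 isogenic control strain grown at permissive 25 °C; 0% = DMSO yeast wells and 100% = minimal medium wells without yeast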
mIAP inh: blocks mouse intestinal alkaline phosphatase; inhibition, % at 10 µM; AID 2806; actives 0.2% (n = 330,000); purified mouse IAP, CDP-Star luminescence, 30 min;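 active = inhibition of at least 40% at 10 µM in the primary screen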;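 also: plate controls were DMSO with enzyme for no effect and no enzyme wells for full effect; values of inactives mirror those of a sister screen read the other way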
NLRP3 yeast inh: NALP3 inhibition in yeast; inhibition, % at 10 µM; actives 0.39% (n = 330,000); Yeast reconstituted NLRP3/ASC/caspase-1, beta-gal luminescence, 24 h;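 active = inhibition of 50% or more; inactive = inhibition below 50%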;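 also: plate controls were induced DMSO wells for no effect and uninduced yeast grown without galactose for full effect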
hIAP block: blocks human intestinal alkaline phosphatase. actives 0.12% (n = 330,000). AID 2544. P09923. inhibition, % at 10 µM. purified IAP, CDP-Star luminescence, 30 min;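 active = inhibition reaching a set limit with compound at 10 µM in the primary screen, cut at about 35% in these data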;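 also: plate controls were DMSO wells with enzyme for no effect and no-enzyme buffer wells for full effect; values of inactives mirror those of a sister screen read the other way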
Target sequence (P09923 whole entry, looked up): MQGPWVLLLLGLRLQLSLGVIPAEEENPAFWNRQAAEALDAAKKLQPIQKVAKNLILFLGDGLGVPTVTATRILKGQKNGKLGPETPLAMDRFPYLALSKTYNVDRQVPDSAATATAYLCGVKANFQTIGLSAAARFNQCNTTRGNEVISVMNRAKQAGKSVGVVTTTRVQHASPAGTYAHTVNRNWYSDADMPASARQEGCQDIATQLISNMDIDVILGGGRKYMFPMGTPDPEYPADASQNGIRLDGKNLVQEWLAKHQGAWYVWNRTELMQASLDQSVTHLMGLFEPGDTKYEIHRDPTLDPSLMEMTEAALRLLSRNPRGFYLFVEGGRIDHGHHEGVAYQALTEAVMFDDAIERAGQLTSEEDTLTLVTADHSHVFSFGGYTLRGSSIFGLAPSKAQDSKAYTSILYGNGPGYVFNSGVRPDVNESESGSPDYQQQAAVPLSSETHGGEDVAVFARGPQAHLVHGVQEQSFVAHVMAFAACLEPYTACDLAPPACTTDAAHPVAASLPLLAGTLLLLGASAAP
mIAP activ: increases mouse intestinal alkaline phosphatase activity | muIAP, CDP-Star luminescence, 30 min; active compounds read high; 1 = vehicle-only enzyme signal, 0 = enzyme-free wells | activation factor at 10 µM | actives 0.24% (n = 330,000) | AID 2805;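 active = activation factor of at least 2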; also: the source names both 10 and 20 µM as test concentration; values of inactives mirror those of a sister screen read the other way
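also added = chemiluminescent substrate CDP-Star | test system = mouse IAP enzyme | signal = chemiluminescence readout | compound = DMSO-dissolved test compounds | incubation = 30 min at room temperature | benchmarks = DMSO wells, no-enzyme wells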
APOBEC3A inh: human APOBEC3A DNA deaminase inhibition; actives 0.41% (n = 330,000); AID 493011; inhibition, % at 20 µM; recombinant A3A, FAM/TAMRA ssDNA deamination fluorescence;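 active = at least 40% inhibition at 20 µM here, with at most 30% in a related deaminase screen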;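 also: plate controls were A3A with DMSO for no effect and wells lacking A3A enzyme for full effect; some results filed as inactive read as strong as hits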
Target sequence (P31941 whole entry, looked up): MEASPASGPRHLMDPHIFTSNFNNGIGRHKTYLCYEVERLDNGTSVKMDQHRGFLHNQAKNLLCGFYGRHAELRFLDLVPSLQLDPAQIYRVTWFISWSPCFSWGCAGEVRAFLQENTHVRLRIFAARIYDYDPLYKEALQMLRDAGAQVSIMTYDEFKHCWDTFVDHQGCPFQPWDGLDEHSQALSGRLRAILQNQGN
A3G deaminase: APOBEC3G (human) deaminase inhibition. inhibition, % at 20 µM. AID 493012. recombinant A3G, ssDNA deamination FAM/TAMRA fluorescence. actives 0.28% (n = 330,000). Q9HC16;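 active = inhibition of at least 40% at 20 µM, with no more than 30% in the related APOBEC3A deaminase screen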;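 also: plate controls were DMSO wells with A3G for no effect and wells lacking A3G enzyme for full effect; some compounds called inactive have numbers as strong as hits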
* hit, by the source's call.

SMILES	tim10-1 inh	MIN6 prolif	TIM10 inh	mIAP inh	NLRP3 yeast inh	hIAP block	mIAP activ	APOBEC3A inh	A3G deaminase
Cc1cccc2sc(N3CCN(C(=O)c4cccs4)CC3)nc12	9	0	7	-8	18	-13	1.1	3	-6
ONC(=Nc1ccccc1)c1ccccc1Cl	19	0	11	5	12	3	0.95	3	-4
O=C(CCC(=O)c1cccs1)Nc1nnc(C2CC2)s1	10	-2	-14	-1	11	-1	1	-1	-6
CC(/C=C/c1ccco1)=N\NC(=O)c1cccc(Cl)c1	22	0	5	5	9	-11	0.95	-5	-4
CC(=O)Nc1nnc(COc2ccccc2)s1	6	0	15	7	13	-2	0.93	0	-5
CC[n+]1ccc(C)c2cc(P(=O)(c3ccccc3)c3ccccc3)ccc21	30	-1	11	-13	8	16	1.1	63*	26
Cc1ccc(NC(=O)/C(C#N)=C/c2ccc(C)s2)c(C)c1	7	0	-28	6	11	-3	0.94	0	-3
COC(=O)c1ccc(S(=O)(=O)N2CCOCC2)o1	-9	-2	9	9	7	-1	0.91	-1	-1
Cc1cc(C)c(NC(=O)CSc2nc3ncc(Br)cc3[nH]2)c(Cl)c1	-17	-1	-20	10	-8	-53	0.9	-2	-5
CN(C)c1ccc(C(C#N)c2ccccc2)nn1 (stereo not drawn)	-12	3	10	6	10	20	0.94	-3	-6
O=C(NCCc1ccccc1)c1ccc(Cl)c(S(=O)(=O)N2CCCC2)c1	12	-2	-37	2	14	-32	0.98	1	1
CC(C(=O)NCc1ccc2c(c1)OCO2)N(c1ccccc1)S(C)(=O)=O (stereo not drawn)	14	-1	-19	-1	24	3	1	-1	-5
CC1(c2nnc(-c3ccc(F)cc3)o2)CC(c2ccncc2)=NO1 (stereo not drawn)	-12	-3	-14	7	12	7	0.93	-1	-3
Cc1cc(NC(=O)C(C)SCC(=O)N(C)CC(=O)Nc2ccccc2C(F)(F)F)no1 (stereo not drawn)	-18	-2	-4	-5	2	-8	1.1	-1	-8
COCCNC(=O)C1=C(N)C(C(=O)Nc2ccc(C)c(S(=O)(=O)N3CCCCC3)c2)SC1=Nc1ccc(C)cc1C (stereo not drawn)	-3	-4	8	-1	9	2	1	3	-4
Clc1ccccc1CNc1nc2ccccc2n2cnnc12	8	4	0	1	16	2	0.99	1	-6
COc1cc(OC)cc(C(=O)NNC(=O)CN2C(=O)NC(C)(c3ccc(C)cc3)C2=O)c1 (stereo not drawn)	6	7	1	2	-4	-28	0.98	-5	-8
CC(C)c1cccc(C2=CC(=O)C[C@H](c3ccc4c(c3)OCO4)C2)c1	17	-6	19	5	1	16	0.95	-3	-11
CCN(CC(=O)Nc1ccc(N2CCOCC2)cc1)C(=O)c1ccc(C#N)cc1	-2	-2	-3	12	-3	-21	0.88	5	5
Nc1nc(C(F)(F)F)c(Br)c(=O)n1N	12	2	-3	-7	6	-16	1.1	1	-3
COc1ccc(NC2=CC(c3ccc(F)cc3)N(c3ccc(OC)cc3)C2=O)cc1 (stereo not drawn)	25	-1	14	6	16	-5	0.94	-5	-8
CCOC(=O)c1c(C)n(CCNC(C)=O)c2ccc(OC)cc12	5	2	1	-3	7	16	1	-3	-3
CCC1CCC(C(=O)NNC(=O)c2cc(-c3ccco3)[nH]n2)CC1 (stereo not drawn)	0	-2	-4	55*	4	-105	0.45	-1	36
COc1ccc(C(=O)N2CCN(C(=O)C3COc4ccccc4O3)CC2)cc1 (stereo not drawn)	-1	-5	-6	-2	13	-2	1	-4	-3

Continued (4 carried over from the part before).
SMILES	tim10-1 inh	MIN6 prolif	TIM10 inh	mIAP inh	NLRP3 yeast inh	hIAP block	mIAP activ	APOBEC3A inh	A3G deaminase
COc1ccc(NC2=CC(c3ccc(F)cc3)N(c3ccc(OC)cc3)C2=O)cc1 (stereo not drawn)	25	-1	14	6	16	-5	0.94	-5	-8
CCOC(=O)c1c(C)n(CCNC(C)=O)c2ccc(OC)cc12	5	2	1	-3	7	16	1	-3	-3
CCC1CCC(C(=O)NNC(=O)c2cc(-c3ccco3)[nH]n2)CC1 (stereo not drawn)	0	-2	-4	55*	4	-105	0.45	-1	36
COc1ccc(C(=O)N2CCN(C(=O)C3COc4ccccc4O3)CC2)cc1 (stereo not drawn)	-1	-5	-6	-2	13	-2	1	-4	-3
COc1ccc(/C=C(\NC(=O)c2ccco2)C(=O)NC(Cc2ccccc2)C(=O)O)cc1 (stereo not drawn)	-6	3	-10	2	-5	-13	0.98	1	-3
Cc1cnc(C(=O)Oc2cccc(Cl)c2Cl)cn1	-10	0	6	4	8	-2	0.96	-1	-9
O=C1c2ccccc2S(=O)(=O)c2cc(N3CCN(C(=O)c4ccccc4)CC3)ccc21	-3	-1	-10	9	12	20	0.91	-7	-14
CS(=O)(=O)NCCn1ccc2ccccc21	13	3	2	3	-10	7	0.97	-1	-1
O=C(/C=C/c1ccccc1[N+](=O)[O-])OCC(=O)N1CCCC1	13	-4	9	-3	8	18	1	-1	-5
COc1ccc(N2CC(C(=O)Nc3nnc(SCC(=O)N4CCCC4)s3)CC2=O)cc1 (stereo not drawn)	-9	-4	2	6	18	-18	0.94	2	-3
CC(C)(C)Cc1nc(-c2ccccn2)no1	15	-2	7	-7	15	-2	1.1	-1	-6
O=C(Nc1ccccc1C(=O)NCc1ccccc1)c1ccco1	38	-1	34	3	14	14	0.97	1	1
COc1ccc(N2CC(NC(=O)N3CCN(C(=O)c4ccco4)CC3)CC2=O)cc1OC (stereo not drawn)	-12	2	-5	-1	17	-2	1	2	-1
O=C1/C(=C/c2cccnc2)Sc2ccccc21	14	-6	10	12	12	15	0.88	0	-11
Cc1ccc(S(=O)(=O)Nc2ccc(N(C)S(=O)(=O)c3ccc(C)cc3)cc2)cc1	20	-4	10	1	17	7	0.99	-2	-3
CC1(c2nnc(-c3ccncc3)o2)CC(c2ccc([N+](=O)[O-])cc2)=NO1 (stereo not drawn)	-12	-1	-8	2	5	0	0.98	-2	-6
CC1CCCC(C)N1CCNC(=O)Nc1ccc(Cl)cc1 (stereo not drawn)	-9	0	1	-29	18	17	1.3	-1	1
CC(=O)N[C@@H](C)c1nc2ccccc2n1CCCN1CCN(c2nc(-c3ccc(C)cc3)cs2)CC1	12	-8	-9	2	-7	7	0.98	1	5
O=C(N1CCCCC1)C1(c2ccccc2)CCOCC1	15	0	-12	-1	2	-11	1	-5	-3
COc1cccc2cc(-c3ccnc(N)n3)oc12	3	-1	17	2	25	9	0.98	2	-4
Cc1cc(C)nc(NS(=O)(=O)c2ccc(NC(=O)c3ccc(N4C(=O)CCC4=O)cc3)cc2)n1	8	-1	14	2	17	-12	0.98	2	3
CC1=CC2CC1C1C(=O)N(c3ccc(S(=O)(=O)Nc4nc(C)cc(C)n4)cc3)C(=O)C21 (stereo not drawn)	17	0	-24	-2	13	-10	1	1	-5
O=C(Cn1c(=O)[nH]c2ccsc2c1=O)N1CCN(c2ccc(F)cc2)CC1	13	-3	7	-1	16	8	1	3	-1
O=C(CNC(=O)c1ccccc1)NCC(=O)OCC(=O)c1ccc([N+](=O)[O-])cc1	7	0	0	-6	0	10	1.1	-1	1
COc1ccc(OC)c(C(=O)c2c(C)oc3cc(Br)c(O)c(CN(C)C)c23)c1	11	4	9	-1	20	11	1	-3	-9
COc1ccc(N(CC(=O)Nc2cccc(C(=O)O)c2)S(=O)(=O)c2c(C)noc2C)cc1	15	-2	2	-2	-8	2	1	3	-2
CC(C)(C)c1ccc(C(=O)NCCC(=O)Nc2ccc3c(c2)OCCO3)cc1	-5	1	-6	-6	24	-5	1.1	0	-9
Cc1nnc(SCC(=O)Nc2ccc(S(=O)(=O)N3CCCC3)cc2)n1N	18	0	7	-6	5	-6	1.1	-6	-10
CCOC(=O)C1=C(CC)Nc2ccccc2N=C1NC(=O)c1cccc(S(=O)(=O)N2CCOCC2)c1	10	5	9	-1	8	-14	1	2	-1
CC1CCCC(NC(=O)CSc2ncccc2C(=O)O)C1C (stereo not drawn)	-6	-4	0	5	6	9	0.95	-7	-7
O=C(NCc1cccs1)c1cccc(Nc2nc3ccc(Br)cc3[nH]2)c1	-8	-9	0	-13	22	-10	1.1	2	-2
O=C(Nc1cccc(-c2nc3cc(Cl)ccc3o2)c1)C1CCCO1 (stereo not drawn)	35	1	39	1	3	12	0.99	-3	-6
COc1cc(/C=C(\CC(=O)O)c2nc3ccccc3s2)cc(OC)c1O	27	1	3	20	-1	-10	0.8	2	2
Cc1sc2nc(CN3CCCC3)nc(N3CCC(C(N)=O)CC3)c2c1C	-13	1	-10	-14	4	-21	1.1	1	-2
COc1ccccc1OCCNC(=O)Cc1ccc(S(=O)(=O)N2CCOCC2)s1	9	-1	11	-5	12	18	1.1	2	3
CCCNC(=S)NC1CC2CCC(C1)N2Cc1ccccc1 (stereo not drawn)	-5	0	-11	-8	-2	8	1.1	1	-3
COC(=O)CN(c1cccc(C(C)=O)c1)S(C)(=O)=O	5	-4	13	3	14	-3	0.97	-3	1
COC(=O)/C=C1/N/C(=N\c2nc(C)cc(C)n2)N(c2ccccc2)C1=O	15	-1	-2	8	10	-15	0.92	-3	-1
OC(Cc1cccnc1)(Cc1cccnc1)c1cc2ccccc2[nH]1	6	0	-4	13	10	1	0.87	2	6
COc1ccc(OC)c2c1CCC2=O	6	2	-5	-6	-3	-5	1.1	-1	-6
Cc1cc(NC(=O)C2CCCN(S(=O)(=O)c3c(C)noc3C)C2)no1 (stereo not drawn)	-4	0	3	10	9	14	0.9	0	6
Cc1cc(C)c(C#N)c(SCC(=O)NC(C)(C)C)n1	5	0	-16	-2	14	4	1	-3	-7
C=CC[C@H](CC(=O)NCCO)C(=O)NC[C@@H](OC(=O)[C@@H](CC=C)Cc1ccc(F)cc1)c1ccccc1	14	0	1	-4	5	13	1	-1	-6
Cc1ccc(C(=O)Nc2sc3c(c2C(=O)NCc2ccco2)CCCC3)cc1	39	0	28	2	11	8	0.97	-4	-6
O=c1c2ccccc2[nH]c(=S)n1CCN1CCN(Cc2ccccc2)CC1	18	0	7	1	9	8	0.99	-1	-9
Cc1occc1C(=O)N/N=C/C(Br)=C\c1ccccc1	14	-4	30	4	32	2	0.96	-2	-3
Cc1ccccc1OCC(=O)N/N=C/c1cc2ccccc2nc1Cl	24	-3	36	6	24	19	0.94	2	-1
COc1cc(CNC(C)c2ccccc2)c(Br)cc1OCC(N)=O (stereo not drawn)	14	1	11	-3	-13	11	1	0	-2
O=C(Nc1ccccc1)Nc1ccno1	-12	-1	-16	5	7	5	0.95	-3	-4
CCn1c(=O)cc(OCC(=O)Nc2ccccc2N2CCN(C)CC2)c2ccccc21	-12	-3	-1	2	11	8	0.98	-3	-9
COc1cc(C(=O)NCC(c2ccco2)N2CCCC2)ccc1OCc1c(C)noc1C (stereo not drawn)	4	-1	-1	8	7	15	0.92	5	3
O=C(COc1ccccc1)NCC1CCCO1 (stereo not drawn)	-9	-1	-7	-2	7	-3	1	1	-4
Cc1cc(C)n(CC2CC(=O)N(c3cc(Cl)cc(Cl)c3)C2=O)n1 (stereo not drawn)	10	-4	17	-4	-6	0	1	-1	-5
CCC(C)c1ccc(NC(=S)N2CCCC2)cc1 (stereo not drawn)	21	-6	2	2	32	-13	0.98	-4	-9
CN(C)S(=O)(=O)c1cccc(C(=O)OCC(=O)Nc2ccccc2OC(F)F)c1	23	0	18	-13	11	-8	1.1	-3	-10
